Source: PubChem
AmpC inh detg: blocks E. coli AmpC beta-lactamase in detergent assay; P00811; AmpC hydrolysis of nitrocefin, absorbance 480 nm, 0.01% Triton; Potency, µM (top dose mostly 114 µM), without a hit: at the top dose activity change, negative = inhibition, actives largely listed as inhibitors; actives 0.041% (n = 370,000);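 note: potency is the fitted concentration of half-maximal effect; 0% = no-compound wells and -100% = no-enzyme wells; nearly all actives have a fitted effect of over 25% in size; some results filed as inactive show a strong effect at the top dose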
Target sequence (P00811 whole entry, looked up): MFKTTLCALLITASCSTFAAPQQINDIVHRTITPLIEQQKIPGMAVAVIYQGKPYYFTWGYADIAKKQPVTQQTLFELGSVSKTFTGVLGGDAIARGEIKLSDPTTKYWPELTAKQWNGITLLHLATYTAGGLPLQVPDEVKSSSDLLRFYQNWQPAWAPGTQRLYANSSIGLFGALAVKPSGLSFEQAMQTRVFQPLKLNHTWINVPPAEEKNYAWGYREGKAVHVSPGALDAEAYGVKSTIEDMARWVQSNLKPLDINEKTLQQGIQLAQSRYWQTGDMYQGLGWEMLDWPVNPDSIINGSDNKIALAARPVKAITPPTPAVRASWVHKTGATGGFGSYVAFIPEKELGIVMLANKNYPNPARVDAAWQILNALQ
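AmpC (5.3 nM in the dispensed reagent) in 20 mM phosphate pH 7.0 with 0.01% (detergent screen) or 0.0001% Triton X-100 was preincubated with compounds for 15 min at room temperature. Nitrocefin was then added from an 800 uM solution, and hydrolysis was followed at 480 nm.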
AmpC no deterg: AmpC beta-lactamase inhibition without detergent. Potency, µM (titrated, usually from 57.1 µM), for inactives: top-dose activity change, negative = inhibition, most hits filed as inhibitors. AmpC nitrocefin hydrolysis, absorbance 480 nm, 0.0001% Triton. P00811. actives 0.52% (n = 330,000). AID 485341;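 note: potency is the fitted concentration of half-maximal effect; plate controls were no compound for no effect and no enzyme for full effect; nearly all actives have a fitted effect of over 20% in size; some results filed as inactive show a strong effect at the top dose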
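AmpC (5.3 nM in the dispensed reagent) in 20 mM phosphate pH 7.0 with 0.01% (detergent screen) or 0.0001% Triton X-100 was preincubated with compounds for 15 min at room temperature. Nitrocefin was then added from an 800 uM solution, and hydrolysis was followed at 480 nm.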
AMA1-RON2 inh: disrupts binding of P. falciparum AMA1 to RON2 | AlphaScreen AMA1-biotinylated RON2 peptide binding | Potency, µM (highest dose often 58.2 µM), for inactives: at the top dose activity change, negative = inhibition, most hits filed as inhibitors | actives 0.2% (n = 360,000);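 note: potency is the fitted concentration of half-maximal effect; 0% = vehicle wells and -100% = peptide control; nearly all actives have a fitted effect of over 45% in size; some results filed as inactive show a strong effect at the top dose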
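AMA1 (3D7) with his tag at 25 nM final met compounds first, then biotinylated RON2 peptide at 25 nM; detection used donor plus acceptor beads, 10 µg/mL apiece, read by AlphaScreen after 30 min at room temperature.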
HCMV antiviral: inhibitors of human cytomegalovirus; HFF cells, HCMV-luciferase reporter, 72 h; hits give low values; actives 4.5% (n = 410,000); activity change, negative = inhibition, % at 57.5 µM; AID 1259415; in the data active = activity change below about -60%; inconclusive = no clear call, values can overlap the other calls; inactive = above about -39%
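Steps: HFFs plated, 16 h 37C; compounds added; HCMV-luciferase added to MOI 1 PFU/cell; 72 h 37C; OneGlo reagent, 5 min room temperature; luminescence read, normalized to controls.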
LmPK inhibitor: blocks Leishmania mexicana pyruvate kinase activity | Q27686 | actives 0.37% (n = 290,000) | AID 1721 | Potency, µM (titrated, usually from 57.5 µM), for the others: top-dose activity change, negative = inhibition, actives largely listed as inhibitors | purified LmPK, Kinase-Glo ATP luminescence, 1 h; note: potency is the fitted concentration of half-maximal effect
Target sequence (Q27686 whole entry, looked up): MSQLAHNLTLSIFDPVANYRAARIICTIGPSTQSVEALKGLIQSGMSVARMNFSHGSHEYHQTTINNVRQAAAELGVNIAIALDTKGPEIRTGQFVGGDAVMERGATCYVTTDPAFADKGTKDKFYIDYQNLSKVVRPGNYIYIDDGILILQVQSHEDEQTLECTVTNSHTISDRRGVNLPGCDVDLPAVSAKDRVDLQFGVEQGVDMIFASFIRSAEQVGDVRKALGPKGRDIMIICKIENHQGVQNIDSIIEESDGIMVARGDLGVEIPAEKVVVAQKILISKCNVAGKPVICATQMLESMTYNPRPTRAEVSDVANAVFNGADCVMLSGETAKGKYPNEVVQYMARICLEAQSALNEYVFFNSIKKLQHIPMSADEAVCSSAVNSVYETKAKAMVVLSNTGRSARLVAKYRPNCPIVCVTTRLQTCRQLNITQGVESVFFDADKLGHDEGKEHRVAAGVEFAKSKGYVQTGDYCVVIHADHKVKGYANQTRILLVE
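Purified LmPK (0.1 nM) converted ADP (0.1 mM) to ATP with PEP (0.5 mM) in imidazole buffer pH 7.2 with KCl and MgCl2, 1 h at room temperature. ATP was read by Kinase-Glo luminescence; data normalized to uninhibited and no-enzyme controls.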
TbPYK inhibitor: blocks Trypanosoma brucei pyruvate kinase; Q57TT1; TbPYK enzyme, Kinase-Glo Plus ATP luminescence, 45 min; Potency, µM (series often up to 76.8 µM), for the others: at the highest dose activity, negative = inhibition, most hits filed as inhibitors; actives 0.12% (n = 410,000); AID 624173; note: potency is the fitted concentration of half-maximal effect; nearly all actives have a fitted effect of over 50% in size
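Activity of T. brucei pyruvate kinase was followed by Kinase-Glo Plus luminescence after the enzyme reacted 45 min at room temperature with 130 uM ADP (final) and substrate. Test compounds were added before ADP at multiple concentrations.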
HCV inh: blocks hepatitis C virus; actives 3.4% (n = 340,000); Potency, µM (top dose mostly 41.8 µM), for inactives: at the highest dose activity change, negative = inhibition, actives largely listed as inhibitors; Huh7.5.1 HCVcc-Cre infection, luciferase reporter, 44 h; AID 651820; note: potency is the fitted concentration of half-maximal effect
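Luciferase read-out (15 sec integration) after a 15 min room-temperature substrate step quantifies HCVcc-Cre infection. Cells, 1,000 per well, had compound added 4 h post-plating, then virus at ~0.5 moi, and were cultured 44 h.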
The depositor's hits bear a star; [ ] = another dose, or the depositor's remark. Unless noted, calls come from the whole dose curve; as a rule, active = well fitted curve in the direction sought with a large enough effect; inconclusive = small, poorly fitted or top-dose-only effect, or another doubt; inactive = no such curve, though single readings can be large; an effect the other way counts as inactive or inconclusive. Unless noted, % is set by controls: 0 for no effect and ±100 for the full control effect.

COc1ccccc1N1CCN(C(=O)Oc2ccccc2)CC1 was read as AmpC inh detg 3%, AmpC no deterg 19%, AMA1-RON2 inh 10%, HCMV antiviral -3, LmPK inhibitor 4%, TbPYK inhibitor 0% and HCV inh 4%.
`c1ccc(CCn2nnnc2CN2CCN(C3CCCC3)CC2)cc1` gave AmpC inh detg inconclusive, AmpC no deterg -1%, AMA1-RON2 inh 19%, HCMV antiviral 59, LmPK inhibitor -4%, TbPYK inhibitor -3% and HCV inh -2%.
For CCCCCCOc1ccc(/C=N/NC(=O)C2CC2)cc1 the results were AmpC inh detg 6%, AmpC no deterg -12%, AMA1-RON2 inh -3%, HCMV antiviral 45, LmPK inhibitor -5%, TbPYK inhibitor 2% and HCV inh 13%.
For Cc1ccccc1CNC(=O)C1CCCN(c2nnc(C)c3c(C)n(-c4ccccc4)nc23)C1 (stereo not drawn) the results were AmpC inh detg -10%, AmpC no deterg 55%[activator], AMA1-RON2 inh 0%, HCMV antiviral -101*, LmPK inhibitor -1%, TbPYK inhibitor 7% and HCV inh 11%.
For COc1ccc(C2/C=C\CN(S(=O)(=O)c3ccc(C)cc3)[C@H](Cc3ccccc3)C(=O)N2Cc2ccc(F)cc2)cc1 (stereo partly drawn) the results were AmpC inh detg 1%, AmpC no deterg -11%, AMA1-RON2 inh -6%, LmPK inhibitor 3%, TbPYK inhibitor 2% and HCV inh inconclusive.
Cc1ccccc1-n1c(SCC(=O)Nc2ccccc2Cl)nc2n[nH]c(C)c2c1=N was read as AmpC inh detg 2%, AmpC no deterg -7%, AMA1-RON2 inh 20%, HCMV antiviral -22, LmPK inhibitor -2%, TbPYK inhibitor 1% and HCV inh inconclusive.
`C[C@@H](NC(=O)c1nc[nH]c1C(=O)NCc1ccc(CNC(=O)OC(C)(C)C)cc1)c1ccccc1` gave AmpC inh detg -1%, AmpC no deterg 1%, AMA1-RON2 inh 121%[activator], HCMV antiviral -27, TbPYK inhibitor 0% and HCV inh inconclusive.
C=CCNC(=O)/C(=C\c1ccc(OC)cc1)NC(=O)c1ccc([N+](=O)[O-])cc1 was read as AmpC inh detg 3%, AmpC no deterg -18%, AMA1-RON2 inh 11%, HCMV antiviral 1, LmPK inhibitor 3%, TbPYK inhibitor -3% and HCV inh 10%.
For CCOc1ccc(OCC)c(NC(=O)C2CCN(c3nn4c(=O)cc(C)nc4s3)CC2)c1 the results were AmpC inh detg inconclusive, AmpC no deterg 61%[activator], AMA1-RON2 inh 0%, LmPK inhibitor 1%, TbPYK inhibitor 9% and HCV inh -12%.
For COc1cc(OC)cc(C2=Cc3ccc(OC)cc3C(CC(C)=O)N2c2ccc(-c3cncnc3)cc2)c1 (stereo not drawn) the results were AMA1-RON2 inh 0%, HCMV antiviral 11 and TbPYK inhibitor 3%.
For COc1ccc(-c2oc3ncn4nc(Cc5ccccc5)nc4c3c2-c2ccc(OC)cc2)cc1 the results were AmpC inh detg inconclusive, AmpC no deterg -14%, AMA1-RON2 inh -15%, HCMV antiviral 5, LmPK inhibitor -2%, TbPYK inhibitor -7% and HCV inh inconclusive.
For CC(c1ccon1)N(C)Cc1c(C(=O)N(C)Cc2ccccc2)nc2ccccn12 (stereo not drawn) the results were AmpC inh detg 1%, AmpC no deterg 14%, AMA1-RON2 inh -10%, HCMV antiviral -35, LmPK inhibitor -11%, TbPYK inhibitor 3% and HCV inh -2%.
For Cc1ccc2c(c1)C(=O)C(=O)N2Cc1ccc(OCCC(C)C)cc1 the results were AmpC inh detg 29%, HCMV antiviral -95* and TbPYK inhibitor -2%.
Screening O=C(CCOc1ccccc1)NCC(c1ccco1)N1CCCCC1 (stereo not drawn) returned AmpC inh detg 2%, AmpC no deterg -42%, AMA1-RON2 inh -4%, HCMV antiviral -20, LmPK inhibitor -2%, TbPYK inhibitor -9% and HCV inh -11%.
`O=C(Nc1ccc(F)cc1F)C(Cc1ccccc1)N1Cc2ccccc2C1=O` (stereo not drawn) gave AmpC inh detg 5%, HCMV antiviral -35 and TbPYK inhibitor -9%.
Screening N#Cc1ccccc1OCC(=O)N1CCN(CC(=O)Nc2ccc(F)cc2)CC1 returned AmpC inh detg inconclusive, AmpC no deterg 3%, AMA1-RON2 inh 2%, HCMV antiviral -12, TbPYK inhibitor 0% and HCV inh -16%.
CC(C)(C)C#CC(CCc1ccccc1)OS(N)(=O)=O (stereo not drawn) was read as AmpC inh detg 1%, AmpC no deterg 8% and LmPK inhibitor 10%.
`COc1ccc(OC)c(NS(=O)(=O)c2ccc(Cl)s2)c1` gave AmpC inh detg -6%, AmpC no deterg -26%, AMA1-RON2 inh -11%, HCMV antiviral 27, LmPK inhibitor 10%, TbPYK inhibitor -8% and HCV inh -13%.
`NC(=O)NC(=O)CC1S/C(=N/N=C2\CSC(=O)N2)NC1=O` (stereo not drawn) gave AmpC inh detg 2%, AmpC no deterg -8%, AMA1-RON2 inh -89%, HCMV antiviral -26, LmPK inhibitor -2%, TbPYK inhibitor 0% and HCV inh 11%.
`Cc1ccc(N(C(=O)c2sc(C)nc2C)C(C(=O)NC(C)(C)C)c2ccncc2)cc1` (stereo not drawn) gave AmpC inh detg -6%, AmpC no deterg 44%, AMA1-RON2 inh -4%, HCMV antiviral -37, LmPK inhibitor 0%, TbPYK inhibitor 6% and HCV inh -4%.
Screening O=C(Nc1ccc2c(c1)OCO2)C1CC(c2cccc(Br)c2)=NO1 (stereo not drawn) returned AmpC inh detg -14%, AmpC no deterg -49%, AMA1-RON2 inh 10%, HCMV antiviral -17, LmPK inhibitor 0%, TbPYK inhibitor 2% and HCV inh 7%.
`CN1CCN(CCn2c(=S)[nH]c3ccccc3c2=O)CC1` gave AmpC inh detg -6%, AmpC no deterg -4%, AMA1-RON2 inh 22%, HCMV antiviral -13, LmPK inhibitor -3%, TbPYK inhibitor 2% and HCV inh 17%.
`COc1cc(C2c3c(-c4cc(C)ccc4O)n[nH]c3C(=O)N2CCCO)ccc1OCCC(C)C` (stereo not drawn) gave AmpC inh detg 12%, HCMV antiviral -27 and TbPYK inhibitor -12%.
`Cc1c(C(=O)NCC2CCCO2)sc2nc(-c3ccc(F)cc3)cn12` (stereo not drawn) gave AmpC inh detg inconclusive, AmpC no deterg 28%, AMA1-RON2 inh -8%, HCMV antiviral -11, LmPK inhibitor 2%, TbPYK inhibitor 4% and HCV inh -23%.
Screening COc1ccc(/C=C/C(=O)Nc2cccc(S(=O)(=O)NC3=NCCCCC3)c2)cc1OC returned AmpC inh detg inconclusive, AmpC no deterg 0%, AMA1-RON2 inh 13%, HCMV antiviral -16, TbPYK inhibitor -1% and HCV inh 6.3µM*.
`Cc1cc(=O)c2cc(C(=O)Nc3ccc(C)c(C)c3)ccc2[nH]1` gave AmpC inh detg 23%, HCMV antiviral -7 and TbPYK inhibitor -6%.
For COc1ccc(CCNC(=O)CSc2nc(O)c(CCC(C)C)c(=O)[nH]2)cc1OC the results were AmpC inh detg -1%, AmpC no deterg -14%, AMA1-RON2 inh -4%, HCMV antiviral -16, LmPK inhibitor 5%, TbPYK inhibitor -2% and HCV inh 3%.
Screening C=CCNC(=O)C(=O)NN=C1CCN(C)CC1 returned AmpC inh detg -2%, AmpC no deterg -6%, AMA1-RON2 inh 17%, HCMV antiviral 14, LmPK inhibitor -7%, TbPYK inhibitor -5% and HCV inh 6%.
Screening O=C(NCc1cccnc1)C1c2ccccc2C(=O)N1Cc1ccccc1 (stereo not drawn) returned AmpC inh detg 1%, AmpC no deterg -5%, AMA1-RON2 inh 8%, HCMV antiviral 43, LmPK inhibitor -5%, TbPYK inhibitor 5% and HCV inh 5%.
Screening CCCN(C(=O)CSCc1ccccc1C)c1c(N)n(Cc2ccccc2)c(=O)[nH]c1=O returned AmpC inh detg -2%, AmpC no deterg -3%, AMA1-RON2 inh 0%, HCMV antiviral -7, TbPYK inhibitor -5% and HCV inh -2%.
For CCOC(=O)C1CCCN(CCSc2ccc(C)cc2)C1 (stereo not drawn) the results were AmpC inh detg inconclusive, AmpC no deterg 43%, AMA1-RON2 inh -10%, HCMV antiviral 19, LmPK inhibitor -5%, TbPYK inhibitor 3% and HCV inh 13%.
Screening C/C(=N/NC(=O)COc1cc(C)ccc1C(C)C)C(=O)O returned AmpC inh detg 3%, AmpC no deterg -39%, AMA1-RON2 inh inconclusive, HCMV antiviral -15, LmPK inhibitor 0%, TbPYK inhibitor 4% and HCV inh 0%.
For O=C(Nc1nc(-c2cccs2)cs1)c1ccc(S(=O)(=O)N2CCCCC2)cc1 the results were AmpC inh detg -2%, AmpC no deterg -35%, AMA1-RON2 inh -6%, HCMV antiviral -67*, LmPK inhibitor 3%, TbPYK inhibitor -5% and HCV inh 18µM*.
For CCOc1ccccc1NC(=O)NCc1ccccc1 the results were AmpC inh detg -10%, AmpC no deterg -18%, AMA1-RON2 inh 31%[activator], HCMV antiviral inconclusive, LmPK inhibitor -3%, TbPYK inhibitor -5% and HCV inh -25%.
CCOc1ccc(CCNC(=O)c2nn(C)c3c2CS(=O)(=O)c2ccccc2-3)cc1 was read as AmpC inh detg -15%, AmpC no deterg -23%, AMA1-RON2 inh 0%, HCMV antiviral inconclusive, LmPK inhibitor 0%, TbPYK inhibitor 4% and HCV inh inconclusive.

Entries shown so far that have fluorine:
For COc1ccc(C2/C=C\CN(S(=O)(=O)c3ccc(C)cc3)[C@H](Cc3ccccc3)C(=O)N2Cc2ccc(F)cc2)cc1 (stereo partly drawn) the results were AmpC inh detg 1%, AmpC no deterg -11%, AMA1-RON2 inh -6%, LmPK inhibitor 3%, TbPYK inhibitor 2% and HCV inh inconclusive.
`O=C(Nc1ccc(F)cc1F)C(Cc1ccccc1)N1Cc2ccccc2C1=O` (stereo not drawn) gave AmpC inh detg 5%, HCMV antiviral -35 and TbPYK inhibitor -9%.
Screening N#Cc1ccccc1OCC(=O)N1CCN(CC(=O)Nc2ccc(F)cc2)CC1 returned AmpC inh detg inconclusive, AmpC no deterg 3%, AMA1-RON2 inh 2%, HCMV antiviral -12, TbPYK inhibitor 0% and HCV inh -16%.
`Cc1c(C(=O)NCC2CCCO2)sc2nc(-c3ccc(F)cc3)cn12` (stereo not drawn) gave AmpC inh detg inconclusive, AmpC no deterg 28%, AMA1-RON2 inh -8%, HCMV antiviral -11, LmPK inhibitor 2%, TbPYK inhibitor 4% and HCV inh -23%.
